# dFosB act: activators of delta FosB homodimer, primary screen, biochemical, fluorescence polarization, TAMRA-CDK5 oligo, single point; Protein FosB (Mus musculus), P13346; purified delta FosB; percent of positive-control signal above neutral wells; activation, % at 25 µM; actives 0.99% (n = 340,000); AID 493131, 2011;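 active = mean activation above about 17%, with every replicate also reaching it, limit read from the data, passing the limit was not always enough; inconclusive = only one of the two conditions met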;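 also: fluorescence polarization rise as delta FosB binds a TAMRA Cdk5 AP-1 oligo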
# HTR5A ag ctr: HTR5A agonists in luminescence cell assay, primary screen, counter-screen for OPRM1-OPRD1 heterodimer agonist project, full-deck HTS | 5-hydroxytryptamine receptor 5A (Homo sapiens), P47898 | cell-based | activation, % at 9.3 µM | actives 0.61% (n = 340,000) | AID 504692, 2011; in the data active = activation mostly above about 9.5%, no sharp cut-off; inactive = mostly below about 7.6%;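 also: 0% = cells with vehicle only and 100% = reference agonist; strong numbers were not always called active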
# MITF act: activators of MITF-driven TRPM1 promoter reporter, primary screen, cell-based, SK-MEL-5, luciferase, single point | SK-MEL-5 TRPM1-promoter luciferase, 24 h; % of positive control, neutral wells = 0 | activation, % at 12.5 µM | actives 0.75% (n = 300,000);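 active = mean activation of at least 80% with every replicate also reaching 80%; inconclusive = mean reaches 80% but some replicate falls short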;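 also: 0% = neutral control wells and 100% = parthenolide positive control wells; values of inactives mirror those of a sister screen read the other way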
# PvdQ inh: P. aeruginosa PvdQ acylase inhibitors, primary screen, biochemical, fluorescence, plate reader and imaging, single point; actives 0.063% (n = 340,000); inhibition, % at 10 µM; purified PvdQ acylase; PvdQ acylase [Pseudomonas aeruginosa LESB58]; in the data active = inhibition above about 30%, passing the limit was not always enough; inconclusive = no clear call, values can overlap the other calls;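 also: 0% = vehicle neutral wells and 100% = reference inhibitor wells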
# CDK5 p35 inh: inhibitors of human CDK5/p35 kinase, primary screen, biochemical, single concentration | Cyclin-dependent kinase 5 (Homo sapiens) + Cyclin-dependent kinase 5 activator 1 (Homo … | Recombinant CDK5/p35, ADP-Glo luminescence, 60 min | inhibition, % at 10 µM | actives 0.01% (n = 330,000);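 active = highest replicate inhibition of at least 50% and at least 75% of replicates reaching 50%; inconclusive = only one of the two criteria met; inactive = both criteria failed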;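 also: plate controls were DMSO neutral control for no effect and GW8510 at 10 µM for full effect; many of its hits are not listed in these tables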
# HTR5A inv ctr: HTR5A inverse agonists in luminescence cell assay, primary screen, counter-screen for OPRM1-OPRD1 heterodimer inverse agonist project, full-deck HTS | actives 0.083% (n = 340,000) | 5-hydroxytryptamine receptor 5A (Homo sapiens), P47898 | inhibition, % at 9.3 µM | HTR5A cell line, inverse agonism; in the data active = inhibition mostly above about 23%, no sharp cut-off; inactive = mostly below about 18%;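 also: 0% = cells with DMSO and 100% = no-cell wells with DMSO; some compounds called inactive have numbers as strong as hits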
# NSD2 inh: NSD2 histone methyltransferase inhibitors, primary screen, biochemical, AlphaScreen, single concentration, set 2. NSD2 peptide methylation, 120 min. inhibition, % at 12.5 µM. actives 0.54% (n = 310,000); in the data active = inhibition above about 50%
# Target sequence (O96028 whole entry, looked up): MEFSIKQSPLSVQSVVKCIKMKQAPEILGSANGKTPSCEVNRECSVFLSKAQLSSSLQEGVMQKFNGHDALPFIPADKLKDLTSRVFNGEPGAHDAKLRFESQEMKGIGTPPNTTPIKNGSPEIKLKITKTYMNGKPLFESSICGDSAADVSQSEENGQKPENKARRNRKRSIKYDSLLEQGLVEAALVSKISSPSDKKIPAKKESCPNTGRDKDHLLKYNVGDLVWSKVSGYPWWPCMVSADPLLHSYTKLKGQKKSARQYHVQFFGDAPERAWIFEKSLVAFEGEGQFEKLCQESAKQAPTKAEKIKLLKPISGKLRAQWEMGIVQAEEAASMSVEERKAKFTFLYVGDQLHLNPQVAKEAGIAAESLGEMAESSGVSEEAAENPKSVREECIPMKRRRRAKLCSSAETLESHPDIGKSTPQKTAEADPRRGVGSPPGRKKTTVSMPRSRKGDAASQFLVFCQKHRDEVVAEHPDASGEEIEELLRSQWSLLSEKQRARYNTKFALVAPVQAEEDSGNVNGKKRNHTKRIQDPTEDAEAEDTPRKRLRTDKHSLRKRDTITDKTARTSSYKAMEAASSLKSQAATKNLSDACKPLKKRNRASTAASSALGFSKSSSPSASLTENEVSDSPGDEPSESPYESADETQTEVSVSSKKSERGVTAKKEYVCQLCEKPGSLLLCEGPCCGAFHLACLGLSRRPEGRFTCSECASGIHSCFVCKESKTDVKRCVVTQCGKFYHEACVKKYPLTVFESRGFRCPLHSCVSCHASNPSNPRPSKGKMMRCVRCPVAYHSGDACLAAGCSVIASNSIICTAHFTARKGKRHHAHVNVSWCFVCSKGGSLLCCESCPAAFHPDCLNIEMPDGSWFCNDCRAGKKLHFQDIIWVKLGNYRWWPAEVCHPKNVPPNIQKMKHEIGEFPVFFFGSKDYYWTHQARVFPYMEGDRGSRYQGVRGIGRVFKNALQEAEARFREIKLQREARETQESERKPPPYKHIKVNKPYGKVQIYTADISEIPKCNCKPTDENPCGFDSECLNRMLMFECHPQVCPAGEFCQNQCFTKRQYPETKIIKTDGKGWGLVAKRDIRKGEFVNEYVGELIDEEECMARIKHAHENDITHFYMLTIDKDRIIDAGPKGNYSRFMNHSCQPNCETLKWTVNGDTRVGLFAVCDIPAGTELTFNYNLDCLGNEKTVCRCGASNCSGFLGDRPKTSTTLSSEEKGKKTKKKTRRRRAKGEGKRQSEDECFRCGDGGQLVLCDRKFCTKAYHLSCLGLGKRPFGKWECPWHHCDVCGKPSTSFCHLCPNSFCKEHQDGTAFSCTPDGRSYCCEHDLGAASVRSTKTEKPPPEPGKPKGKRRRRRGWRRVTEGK
# SR-BI HDL uptake: inhibitors of SR-BI mediated HDL lipid uptake, primary screen, ldlA[mSR-BI] cells, fluorescence, single point; Scavenger receptor class B member 1 (Mus musculus), Q61009; ldlA[mSR-BI] CHO cells, DiI-HDL uptake fluorescence, 3 h; inhibition, % at 12.5 µM; actives 0.96% (n = 320,000); AID 488896, 2010;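 active = mean replicate inhibition of at least 70% and a set share of replicates each scoring 70 or more; inconclusive = meets just one of the two criteria; inactive = fails both criteria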;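 also: 0% = median of neutral control wells and 100% = median of positive control wells; values of inactives mirror those of a sister screen read the other way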
# V-ATPase pHluor: regulators of yeast V-ATPase proton pumping, primary screen, pHLuorin cytosolic pH fluorescence; S. cerevisiae; response, % at 10 µM; actives 0.37% (n = 350,000); AID 504577, 2011; in the data active = response mostly above about 7.3%, no sharp cut-off; inactive = mostly below about 5.4%; also: actives read high; inactives centre near 0; some compounds called inactive have numbers as strong as hits; reference of the scale not given here
# Wnt act: Wnt/beta-catenin pathway activators, primary screen, cell-based, plate reader, single point | Wnt/beta-catenin reporter cell assay, activator | activation, % at 9.35 µM | actives 1.2% (n = 300,000) | AID 743398, 2014; in the data active = activation above about 30%, passing the limit was not always enough; inconclusive = no clear call, values can overlap the other calls;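 also: 0% = neutral control wells and 100% = positive control wells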
# Numbers without * were called inactive; ? = inconclusive; . = not tested or not shown.
SMILES,dFosB act,HTR5A ag ctr,MITF act,PvdQ inh,CDK5 p35 inh,HTR5A inv ctr,NSD2 inh,SR-BI HDL uptake,V-ATPase pHluor,Wnt act
CCCCCOCC1CC(C/C(C)=N/NC(N)=S)C(=O)O1 (centres undefined),-4,9,-4,-17,1.4,-23,0,?,0,-2
Cc1cccc(C)c1NC(=O)COC(=O)c1cc(S(=O)(=O)Nc2ccc(Cl)cc2)ccc1O,2,4,3,-1,1.1,-13,.,10,-2,-4
CCCn1c(=S)[nH]c2cc(C(=O)N3CCN(C4CCCCC4)CC3)ccc2c1=O,-7,4,-12,-13,-5.3,17,0,6,2,-4
CCc1ccc(CNC(=O)CCC(=O)n2ncc3cc(C)ccc32)cc1,-3,4,.,-8,-2.9,-23,.,-5,0,0
Cc1cccc(NS(=O)(=O)c2cccc(C(=O)N3CCCC3)c2)c1,-10,1,8,7,0.2,-3,-3,-9,-2,-1
CC/C(=N\NC(=O)c1ccc(CN(C)S(=O)(=O)c2ccc(C)cc2)cc1)c1ccc(OC(F)F)cc1,-2,0,-1,-15,1.2,-6,2,80*,4,-2
COc1cc(/C=N/Nc2ccc(Cl)c(C(=O)O)c2)ccc1OC(=O)c1ccc(F)cc1,-7,2,5,0,0.9,-4,7,-6,0,11
O=C(CCN1C(=O)c2ccccc2C1=O)Nn1cnnc1,0,0,11,-8,0.2,10,-1,-10,-1,-5
O=C(O)c1ccc(CNC(=O)c2ccc3c(c2)OCCO3)cc1,-4,0,4,9,1.0,0,25,.,-6,-3
COc1cccc(C2CC(c3ccccc3)=NN2S(=O)(=O)c2ccc(C)cc2)c1OC (centres undefined),39*,-1,5,5,-0.9,5,-1,-33,6,2
CN(C)Cc1cccc([N+](=O)[O-])c1O,2,5,12,-15,-0.4,-14,3,-3,2,4
O=C(c1cccc(-n2cccc2)c1)N1CCN(S(=O)(=O)c2ccc(F)cc2)CC1,-10,2,0,-12,-3.6,8,3,-8,6,-1
O=C(O)CCC(=O)NC1CCCCC1,-1,2,-1,3,-1.2,-1,.,-16,-2,.
COc1ccc(NC(C)=O)cc1C,0,-3,-3,-6,-2.5,5,-2,-40,-3,-4
COc1ccc(CNC(=O)Cn2c(=O)oc3cc(S(=O)(=O)N4CCCC4)ccc32)cc1,-5,2,6,-15,1.1,22,-3,-14,-1,-1
CC1Cc2cc(/C(O)=C3/C(=O)C(=O)N(Cc4cccnc4)C3c3cccc(O)c3)ccc2O1 (centres undefined),-3,2,-3,-13,-0.8,-13,4,-13,2,13
CCOc1ccc(/C=N/NC(=O)c2cc(-c3cccn3C)n[nH]2)cc1,0,-3,4,-1,1.8,8,3,57,2,-13
CS(=O)(=O)N(CC(=O)NCCSCc1ccccc1)c1ccccc1Br,-4,-3,3,-5,0.1,-12,-1,-19,-3,-2
CCCCN(CCCC)CCNC(=O)CN1C(=O)COc2ccc(S(=O)(=O)N3CCOCC3)cc21,-13,-4,6,-9,-0.2,-26,16,-2,-5,4
COC(=O)c1cn(C(=O)OC)c2ccccc12,-2,7,12,-5,1.8,1,-1,1,4,-8

# Quoted from the listing.
# Result of `CN(C)Cc1cccc([N+](=O)[O-])c1O` in V-ATPase pHluor: 2
# Result of `CCCCCOCC1CC(C/C(C)=N/NC(N)=S)C(=O)O1` (centres undefined) in NSD2 inh: 0

# Laid out differently: results already given.
> COc1cccc(C2CC(c3ccccc3)=NN2S(=O)(=O)c2ccc(C)cc2)c1OC (centres undefined)
  dFosB act: 39* | HTR5A ag ctr: -1 | MITF act: 5 | PvdQ inh: 5 | CDK5 p35 inh: -0.9 | HTR5A inv ctr: 5 | NSD2 inh: -1 | SR-BI HDL uptake: -33 | V-ATPase pHluor: 6 | Wnt act: 2
> CCCn1c(=S)[nH]c2cc(C(=O)N3CCN(C4CCCCC4)CC3)ccc2c1=O
  dFosB act: -7 | HTR5A ag ctr: 4 | MITF act: -12 | PvdQ inh: -13 | CDK5 p35 inh: -5.3 | HTR5A inv ctr: 17 | NSD2 inh: 0 | SR-BI HDL uptake: 6 | V-ATPase pHluor: 2 | Wnt act: -4

# Continued.
SMILES,dFosB act,HTR5A ag ctr,MITF act,PvdQ inh,CDK5 p35 inh,HTR5A inv ctr,NSD2 inh,SR-BI HDL uptake,V-ATPase pHluor,Wnt act
CCOC(=O)COc1c(OC)cc(Cl)cc1C1Nc2ccccc2C(=O)N1c1ccc(F)cc1 (centres undefined),-5,-4,22,7,-0.7,17,-3,28,-4,.
O=C(NC(=S)Nc1cc([N+](=O)[O-])ccc1Cl)c1ccccc1,12,-2,5,0,1.0,5,-1,53,-3,-3
CCOC(=O)N1CCN(C(=O)C2CC(=O)N(c3ccc(C)cc3)C2)CC1 (centres undefined),-1,3,-10,-7,-1.7,-9,-3,-6,-2,3
CC(C)NC(=O)C(=O)NCCCOC(C)C,5,0,-3,-6,-0.6,-14,-1,-19,1,-4
Cc1c(-c2ccc(F)cc2)nc(N)c(C#N)c1-c1ccco1,9,3,.,-14,1.5,-9,10,-11,-2,.
COc1cc(C(=O)NCC2CCCO2)cc(Br)c1OCc1ccccc1 (centres undefined),-15,1,1,-4,0.6,-4,1,29,-1,2
Fc1cccc(CN(C2=NCCN2)c2c(Cl)cccc2Cl)c1,4,0,4,10,2.0,10,.,-7,-4,-3
COc1ccc(Cl)cc1NC(=O)CN(C)C(=O)C1CCN(C(=O)Nc2ccccc2)CC1,-12,-1,-6,-5,-0.8,-1,-2,53,-3,-4
Cc1cccc(C(=O)N2CCCC(N3CCN(c4ccccc4F)CC3)C2)n1 (centres undefined),5,0,-9,-8,1.3,-2,-1,16,-3,0
CC(=O)NCCn1c(SCC(=O)NCCC2=CCCCC2)nc2ccccc2c1=O,-12,1,.,-10,0.4,11,0,.,3,.
FC(F)Sc1ccc(NC(=S)NC2CCCC2)cc1,7,1,51,-3,0.2,-4,.,19,-3,21
Cn1c(/C(C#N)=N/O)nc2ccccc21,-7,-3,-16,-4,-1.0,15,-3,0,-1,.
O=C1CC2(CCCCC2)Oc2ccc(F)cc21,-14,-2,10,-5,-0.5,5,.,-12,2,0
CN1C(=O)C(=O)/C(=C(/O)c2ccccc2)C1c1ccc([N+](=O)[O-])cc1 (centres undefined),-3,0,1,-11,1.3,-1,0,.,1,2
OCC1(CCc2ccccc2)CCN(Cc2cc(Cl)ccc2O)CC1,-2,4,-6,-6,0.7,3,-1,-8,-3,0
O=C(Cn1cnc2ccccc2c1=O)Nc1ccc2c(c1)OCCO2,5,-2,.,-5,-0.8,3,.,1,-3,.
CCC(=O)Nc1c(S(=O)(=O)c2ccc(C)cc2)c2nc3ccccc3nc2n1C(C)c1ccccc1 (centres undefined),2,-4,-3,-11,1.3,3,-5,.,-1,-1
CC(=O)Nc1ccc(NC2CCCCC2NS(=O)(=O)c2ccc(Cl)cc2)cc1 (centres undefined),-11,4,8,-13,.,5,15,-1,2,0
CCCCCCSc1ccc(-c2nc3ccc(C)cn3c2NCc2ccccc2)cc1OC,2,0,13,-19,-0.2,-3,2,29,-2,.
Cc1nnc2n1N=CC=C(C(C)(C)C)S2,-3,-2,-9,-12,0.3,5,-2,-9,8,0
O=c1[nH]c2ccccc2c2ccc(Cl)cc12,-30,6,7,-9,0.3,-23,1,19,1,-1
COc1cc(C)ccc1OCC(=O)NC1CCCCCC1,-8,1,?,-12,-2.0,-2,-1,-7,3,-1
O=C(C[n+]1cc(-c2ccc(Cl)cc2)n2c1CCC2)Nc1nc(-c2ccc(F)cc2)cs1,-1,0,13,-21,1.7,7,-3,1,3,-4
COc1ccc(NC(=O)COC(=O)CCSc2ccccc2)cc1,-2,1,-4,8,-0.8,-2,-3,-5,3,-2
CC(C)c1ccc(NC(=O)COC(=O)CSc2nnc(N)s2)cc1,1,1,5,-7,0.9,-5,6,-25,2,.
CCCNS(=O)(=O)c1ccc2c(c1)n(C)c(=O)n2C,-9,-2,-3,-18,0.0,5,2,-15,-3,-5
Cc1cc(C)c(CSc2ncnc3nc[nH]c23)c(C)c1,-17,3,-12,-11,-2.7,-7,2,19,0,-2
CC1CCCN(S(=O)(=O)c2ccc(NC(=O)CN3CCN(C)CC3)cc2)C1 (centres undefined),0,1,-14,5,0.2,-2,90*,-48,0,.

# Another view of two compounds above.
Structure	dFosB act	HTR5A ag ctr	MITF act	PvdQ inh	CDK5 p35 inh	HTR5A inv ctr	NSD2 inh	SR-BI HDL uptake	V-ATPase pHluor	Wnt act
Cn1c(/C(C#N)=N/O)nc2ccccc21	-7	-3	-16	-4	-1.0	15	-3	0	-1	.
O=C1CC2(CCCCC2)Oc2ccc(F)cc21	-14	-2	10	-5	-0.5	5	.	-12	2	0

# High-throughput results as filed in PubChem.
